# Screens: PubChem BioAssay, several laboratories
# PME-1 inh – blocks human protein phosphatase methylesterase 1 | recombinant PME-1, FP-Rh probe fluorescence polarization | Q9Y570 | hit rate 0.53% among 320,000 | inhibition, % at 5.9 µM;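 active = inhibition above the campaign mean of all compounds plus 3 SD, cut at about 26% in these data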;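 note: competitive labeling of PME-1 active site by serine hydrolase directed probe; 0% = PME-1 with DMSO and 100% = wells lacking PME-1 enzyme; inhibitors block probe labeling so polarization falls and inhibition rises; many of its hits are not listed in these tables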
# MEX-5 binding – C. elegans MEX-5 TCR-2 RNA binding activity | MEX-5/FITC-TCR2 RNA binding, fluorescence polarization; hits give low values | activity score (negative = inhibition of binding), % at 10 µM | hit rate 0.38% among 300,000 | AID 1832;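 active = inhibition past about -25% in most replicates, and total fluorescence under double the plate's negative control median, limit read from the data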;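 note: 0% = DMSO and -100% = 5 µM competing unlabeled TCR2 RNA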
# Target sequence (Q9XUB2 whole entry, looked up): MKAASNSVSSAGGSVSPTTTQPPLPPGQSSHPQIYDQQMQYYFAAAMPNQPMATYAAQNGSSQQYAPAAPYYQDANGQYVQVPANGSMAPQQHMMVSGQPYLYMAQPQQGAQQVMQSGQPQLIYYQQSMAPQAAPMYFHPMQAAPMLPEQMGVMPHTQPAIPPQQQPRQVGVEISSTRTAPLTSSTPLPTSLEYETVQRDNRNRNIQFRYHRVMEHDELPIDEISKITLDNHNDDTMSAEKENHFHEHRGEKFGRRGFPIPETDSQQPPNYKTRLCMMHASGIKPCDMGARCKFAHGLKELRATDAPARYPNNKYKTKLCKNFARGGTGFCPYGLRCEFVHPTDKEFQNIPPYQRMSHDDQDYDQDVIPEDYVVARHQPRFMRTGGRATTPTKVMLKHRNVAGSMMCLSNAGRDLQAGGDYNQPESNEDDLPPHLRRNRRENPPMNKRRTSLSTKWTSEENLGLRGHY
# Fam108B counter – Fam108B inhibition, counter-screen for RBBP9 inhibitors | inhibition, % at 9.51 µM | recombinant Fam108B, FP-Rh probe fluorescence polarization | hit rate 0.33% among 300,000;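 active = inhibition above the screen mean inhibition plus 3 SD, computed separately per campaign, cut at about 18% in these data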;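 note: inhibitors lower polarization as less probe binds the enzyme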
# MCL1-BIM inh – MCL1-BIM-BH3 interaction inhibition (human); GST-MCL1 / FITC-Bim-BH3 fluorescence polarization; inhibition, % at 10.9 µM; hit rate 0.68% among 320,000; AID 2057;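 active = inhibition above the mean inhibition of all tested compounds plus 3 SD, set per campaign, cut at about 40% in these data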;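 note: 0% = DMSO wells and 100% = unlabeled Bim-BH3 peptide control; higher means more loss of mP so more displacement of Bim peptide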
# Target sequence (Q07820 whole entry, looked up): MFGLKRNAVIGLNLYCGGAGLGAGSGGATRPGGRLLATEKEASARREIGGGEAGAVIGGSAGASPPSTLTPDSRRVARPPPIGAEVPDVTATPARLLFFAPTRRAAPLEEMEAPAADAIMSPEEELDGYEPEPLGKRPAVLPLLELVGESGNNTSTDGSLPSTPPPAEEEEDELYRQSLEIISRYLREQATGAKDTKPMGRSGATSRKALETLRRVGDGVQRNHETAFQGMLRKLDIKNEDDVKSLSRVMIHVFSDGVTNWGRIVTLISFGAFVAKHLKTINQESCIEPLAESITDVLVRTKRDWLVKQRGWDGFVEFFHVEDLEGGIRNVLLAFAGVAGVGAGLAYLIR
# Bcl-xL primary – inhibitors of human Bcl-xL. inhibition, % at 10.9 µM. AID 2129. hit rate 0.7% among 320,000. GST-Bcl-xL / FITC-Bim BH3 peptide fluorescence polarization;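 active = inhibition above the mean of all tested compounds plus 3 SD, cutoff set per campaign, cut at about 30% in these data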;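 note: 0% = DMSO wells and 100% = unlabeled Bim-BH3 peptide competitor; inhibitors lower millipolarization by displacing the labeled peptide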
# Target sequence (Q07817 whole entry, looked up): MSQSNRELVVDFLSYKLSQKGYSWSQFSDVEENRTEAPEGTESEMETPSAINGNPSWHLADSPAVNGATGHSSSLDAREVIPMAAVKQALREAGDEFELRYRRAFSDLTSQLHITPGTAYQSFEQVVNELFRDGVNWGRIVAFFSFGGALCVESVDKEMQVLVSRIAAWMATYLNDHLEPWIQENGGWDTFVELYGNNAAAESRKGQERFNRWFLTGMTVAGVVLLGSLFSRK
# GRK2 inh – blocks RNA aptamer binding to human GRK2; P25098; bead flow cytometry, FAM-aptamer displacement from GRK2; inhibition of aptamer binding, % at 10 µM; hit rate 0.59% among 330,000; AID 488847;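 active = inhibition of aptamer binding above 40%, roughly 3 SD of noise, on plates passing a quality check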;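 note: median bead fluorescence of bound FAM aptamer so fluorescent compounds give negative values; no value below 0 was filed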
# GLD-1 TGE inh – GLD-1-TGE RNA interaction inhibition (C. elegans); Q17339; purified GLD-1 + fluorescein TGE RNA, fluorescence polarization; inhibition, % at 5.96 µM; hit rate 0.44% among 320,000; AID 2280;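 active = percent inhibition above a per-plate cutoff, the plate mean of test compounds plus 3 SD, cut at about 30% in these data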;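 note: 0% = DMSO wells with GLD-1 and probe and 100% = wells lacking GLD-1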
# Efflux pump inh – antifungal efflux pump inhibition, Nile Red retention; AID 485275; hit rate 0.44% among 330,000; S. cerevisiae Candida pump triplex; inhibition, % at 10 µM;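 active = plate passing quality check with inhibition over a set limit, or well fluorescence over plate mean plus 4 SD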;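 note: Nile Red retained in pooled yeast measured as flow cytometry median fluorescence; 0% = buffer negative control and 100% = Enniatin B positive control; higher means more Nile Red kept so more efflux inhibition; some compounds called inactive have numbers as strong as hits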
# VLA-4 inh – inhibition in a human VLA-4 binding assay | VLA-4 expressing cells, ligand binding flow cytometry | inhibition, % (about 7 µM as worked out from the volumes in the protocol) | hit rate 0.2% among 330,000 | P13612; in the data active = inhibition above about 50%
# * hit, by the source's call; · = not tested or not shown.
compound,PME-1 inh,MEX-5 binding,Fam108B counter,MCL1-BIM inh,Bcl-xL primary,GRK2 inh,GLD-1 TGE inh,Efflux pump inh,VLA-4 inh
NS(=O)(=O)c1ccc(NC(=O)COC(=O)CCc2ccccc2)cc1,0,0.2,-6,-9,-11,3,1,0.2,-2
CCOCCCNC(=O)C(NC(=O)c1ccc(NC(C)=O)cc1)c1ccc(OC)cc1 (stereo not drawn),-3,-0.4,-3,-2,4,2,3,0.0,1
Cc1c[nH]c2cccc(OCC(O)CNC(C)(C)C)c12 (stereo not drawn),2,5.2,-1,7,2,0,-1,-0.2,-8
COc1cc(OC)cc(C(=O)NCC2CCCN(Cc3ccc(SC)cc3)C2)c1 (stereo not drawn),0,2.6,1,12,2,0,-4,0.2,8
CCOC(=O)CCSc1nc(C)c2ccccc2n1,2,2.7,0,5,7,0,7,0.1,-4
CCC(C)(C)n1nnnc1C(c1cc2ccc(OC)cc2[nH]c1=O)N1CCc2ccccc2C1 (stereo not drawn),10,2.5,0,5,8,2,7,0.6,2
COc1ccccc1-n1cnnc1SCC(=O)c1c[nH]c2ccccc12,-2,0.4,0,5,2,10,4,0.1,13
Cc1cccc(CSc2nnnn2-c2ccccc2)c1,2,-0.1,0,3,0,0,7,0.1,-1
N#C/C(=C\c1ccc(N2CCOCC2)o1)C(=O)NCCc1ccccc1,-3,33,-3,-208,-145,2,-235,-0.1,-4
C#CCOc1ccc2c(C)cc(=O)oc2c1,0,0.0,0,13,0,0,8,-0.1,52*
COc1cc(NS(=O)(=O)c2ccc(NC(=S)NC(=O)c3sc4ccccc4c3Cl)cc2)ncn1,-9,·,-2,10,16,3,2,-0.2,-5
COc1ccc(C(=O)N/C(=C\c2cn(S(=O)(=O)N(C)C)c3ccccc23)C(=O)N2CCOCC2)cc1,-1,4.4,5,7,4,3,8,0.3,3
C=CCN(CC=C)C(=S)Nc1cc(Cl)ccc1OC,3,1.9,1,4,3,0,2,0.2,-1
CCOC(=O)c1cc2oc(C(c3nnnn3C3CCCCC3)N3CCOCC3)cc2[nH]1 (stereo not drawn),4,·,-3,-1,1,0,5,0.4,-10
CCn1c(=O)c2cc(S(=O)(=O)NC3CCCCC3)ccc2n(CC)c1=O,5,-1.4,4,1,3,0,-4,0.0,6

# New compounds follow
compound,PME-1 inh,MEX-5 binding,Fam108B counter,MCL1-BIM inh,Bcl-xL primary,GRK2 inh,GLD-1 TGE inh,Efflux pump inh,VLA-4 inh
COc1cc(C(=O)N/C(=C\c2cn(S(=O)(=O)N(C)C)c3ccccc23)C(=O)NCCCO)cc(OC)c1OC,1,1.4,0,1,9,2,0,0.0,-5
Cc1cc(-c2nnc(CCC(=O)N(CC3CCC3)CC3CCCO3)o2)no1 (stereo not drawn),-1,1.2,0,-3,1,0,2,0.0,0
O=C(CSc1nnnn1-c1ccc(Cl)cc1)N1CCNC1=O,·,·,·,·,·,0,-2,0.0,-1
Cn1c(CC(=O)Nc2ccccc2C(F)(F)F)c(Sc2ccccc2)c2ccccc21,-2,-0.6,-1,5,6,0,0,-0.2,5
N#Cc1ccccc1OCC(=O)N1N=C(c2cccs2)CC1c1ccco1 (stereo not drawn),7,·,·,-15,-7,5,-3,0.1,10
c1ccc(CNc2nc(NCc3ccccc3)c3ccccc3n2)cc1,-28,-0.4,-2,-1,-1,·,0,0.0,15
Cc1ccc(C(=O)N(CC(=O)Nc2ccc(Cl)c(Cl)c2)Cc2ccco2)cc1,-1,0.4,-1,3,-1,0,6,0.1,9
O=C(CN(CC1CCCO1)C(=O)Cn1nnc(-c2ccc(F)cc2)n1)NC1CCCCC1 (stereo not drawn),-2,2.2,0,6,0,1,3,0.1,0
CS(=O)(=O)N(CC(=O)N/N=C/c1cccc2c1OCCO2)c1ccccc1Br,2,-1.6,0,8,6,0,2,0.1,10
CCOc1ccc(N2CC(C(=O)N/N=C/c3sccc3C)CC2=O)cc1 (stereo not drawn),-6,-1.0,1,1,3,1,0,0.1,12
COc1ccc(Br)cc1S(=O)(=O)N1CCN=C1C,0,0.2,1,10,5,1,-6,0.1,34
O=C(Cn1cc2c(n1)CCCC2)NC1CCN(Cc2ccccc2)CC1,8,-4.0,3,2,2,0,3,0.2,-2
O=C1c2cccc3cccc(c23)C(=O)N1CCN1CCN(CC(O)COCc2ccc(Cl)cc2)CC1 (stereo not drawn),1,-8.2,2,-1,6,1,3,0.0,30
CCOc1ccccc1NC(=O)c1cnc2n(c1=O)CCS2,-10,0.7,1,-1,1,0,1,-0.1,-16
[N-]=[N+]=CC(=O)c1ccnc(C(=O)C=[N+]=[N-])c1,-6,·,-1,1,4,0,-3,0.2,-3

# (further entries)
compound,PME-1 inh,MEX-5 binding,Fam108B counter,MCL1-BIM inh,Bcl-xL primary,GRK2 inh,GLD-1 TGE inh,Efflux pump inh,VLA-4 inh
CCOC(=O)c1c(NC(=O)Cn2nnc(-c3ccc(Cl)cc3)n2)sc(CC)c1C,-9,·,-2,4,9,0,9,0.0,-3
CCOC(=O)CSc1nnc2cc(C)c3ccccc3n12,-7,0.7,0,-3,-2,3,0,0.0,-5
N/C(=N\OC(=O)COc1ccccc1)c1ccc(Cl)cc1,4,1.5,3,0,3,0,3,-0.6,14
CN(CCCC1CCCC1)C(=O)c1cc(COc2ccc(F)cc2F)on1,-2,3.1,-3,1,-2,1,0,-0.6,-8
CCn1cc(C(=O)NCCCN2CCC(C)CC2)c2cc(OC)c(OC)cc2c1=O,-5,0.8,-3,8,5,0,1,-0.2,34
CSCCC(NC(=O)c1ccco1)C(=O)NNC(=O)c1n[nH]c(=O)c2ccccc12 (stereo not drawn),·,·,·,·,·,0,-2,-0.1,12
COc1ccc(-c2c(C)c3cc(O)ccc3oc2=O)cc1,-2,-1.3,-4,10,6,4,4,-0.1,18
Nc1nc(-c2cccnc2)nc(N2CCCCC2)n1,-4,0.6,4,2,4,0,1,0.0,0
O=C(CNc1cccc(Cl)c1)c1ccc(Cl)cc1,0,-2.8,-1,1,-1,0,3,-0.1,2
Cc1cc(C(=O)N/N=C/c2ccc(-c3ccc(C)c(Cl)c3)o2)n[nH]1,1,-4.0,-1,7,8,0,1,-0.1,5
COc1ccc(CNC(=O)[C@H](C)NC(=O)C2CCN(C(=O)[C@H](CCSC)NC(=O)OC(C)(C)C)CC2)cc1,0,-2.1,5,2,3,1,-6,0.2,-9
O=S(=O)(c1ccc(NC(=S)NCCc2ccccc2)cc1)N1CCOCC1,4,-0.4,-1,7,3,3,2,3.9,9
CCCNC(=O)c1ccc(S(N)(=O)=O)cc1,-4,0.0,1,4,6,0,2,-0.1,2
CCCS(=O)(=O)N1CCC(C(=O)NCCc2ccc(C)cc2)CC1,-7,1.3,-6,1,0,0,0,-0.1,-1
O=C(Cc1ccc2c(c1)OCO2)NN=Cc1ccc([N+](=O)[O-])o1,·,·,·,·,·,3,2,0.0,0

# Later entries
compound,PME-1 inh,MEX-5 binding,Fam108B counter,MCL1-BIM inh,Bcl-xL primary,GRK2 inh,GLD-1 TGE inh,Efflux pump inh,VLA-4 inh
Cc1nnc(SCC(=O)NNC(=O)c2ccc(F)cc2)n1Cc1ccccc1,·,·,·,·,·,0,-2,0.0,10
CC(C)(C)Nc1nc(-c2ccc3c(c2)CCN3C(=O)C2CC2)cs1,3,1.3,2,2,6,0,2,0.3,-2
CCN(CC)C(=O)C1CCCN(c2ccccc2[N+](=O)[O-])C1 (stereo not drawn),3,1.6,3,1,1,0,6,0.0,5
O=C(c1ccc(-n2cnnn2)cc1)N1CCCCC1,7,-0.9,4,1,-3,0,0,0.1,-11
CC(=O)Nc1sc(N/N=C/c2ccc(O)cc2)nc1-c1ccc(C)cc1,4,2.4,9,2,4,1,-5,-0.1,-6
Cc1c(Cl)cnc(NC(=O)COC(=O)c2cccs2)c1Cl,2,·,·,13,8,0,5,0.1,2
CCN(CC)c1ccc(C=Nc2ccc(C)cc2)c(O)c1,-1,-3.5,0,8,1,2,0,-0.2,-6
Cc1cc(C)c2c(n1)sc1c(=O)n(Cc3ccc(F)cc3)cnc12,-1,0.7,3,6,3,1,2,0.0,7
COc1ccccc1NC(=O)Cn1c(=O)sc2ccccc21,-2,2.4,0,0,2,0,4,0.1,3
S=C(NCc1ccccc1)NNc1nc2ccccc2[nH]1,-4,-1.3,0,-3,-4,0,-3,0.0,3
CCSc1nc(O)c(Cc2ccccc2)c(=O)[nH]1,-3,-1.4,1,3,3,0,3,-0.1,15
Cc1ccc(C)c(N2CCN(C(=O)c3ccc(N4CCOCC4)c([N+](=O)[O-])c3)CC2)c1,-2,0.9,-2,4,6,4,2,-0.2,4
Cc1ccc(S(=O)(=O)N/N=C\c2cccnc2)cc1,-3,2.5,4,4,3,0,-1,0.0,14
O=C1CCc2cc(S(=O)(=O)NCc3ccc(F)cc3)cc3c2N1CCC3,0,2.9,-2,-2,-2,1,-6,0.3,-2
O=c1[nH][nH]c(-c2ccccc2)c1C=Nc1ccc(F)cc1F,0,-1.1,-4,9,6,0,2,-0.2,-1

# (list continues)
compound,PME-1 inh,MEX-5 binding,Fam108B counter,MCL1-BIM inh,Bcl-xL primary,GRK2 inh,GLD-1 TGE inh,Efflux pump inh,VLA-4 inh
Cc1nn(CC(=O)NC2(C#N)CCCCC2)c(C)c1[N+](=O)[O-],6,·,·,-8,-3,0,1,0.0,7
COCCCNC(=O)c1c(-c2ccccc2)noc1C,0,1.3,5,-9,2,0,-1,0.0,9
CC(C)(C)c1ccc(C(=O)Nc2cccc(-n3cnnn3)c2)cc1,-14,-2.2,-10,3,1,0,4,0.6,-1
COc1ccc(S(=O)(=O)Nc2c(C(=O)O)[nH]c3ccccc23)c(OC)c1,4,-1.3,1,6,3,0,3,-0.1,4
CCCCN(C(=S)Nc1ccc(F)cc1)c1c(N)n(CCC)c(=O)[nH]c1=O,-5,0.4,-3,4,6,6,10,0.3,14
CC(OC(=O)c1nc(Cl)ccc1Cl)C(=O)Nc1ccc2c(c1)OCCO2 (stereo not drawn),9,0.1,3,-7,-3,2,1,0.1,-5
Cc1ccc(C(=O)Nc2ccc(C(=O)O)cc2NC(=O)c2ccc(C)cc2)cc1,-11,2.2,0,4,3,0,5,0.3,4
Cc1cc(C)c(S(=O)(=O)N2CCN(S(=O)(=O)N3CCC(C)CC3)CC2)c(C)c1,6,2.4,-1,2,8,0,-2,0.1,-1
CCCCN(C(=O)c1ccc(C)c(S(=O)(=O)N2CCOCC2)c1)c1c(N)n(CCCC)c(=O)[nH]c1=O,-4,-0.3,0,6,7,0,8,0.1,21
COc1cccc(C(=O)CN(C(=O)c2ccc(Cl)c(Cl)c2)N2C(=O)C3CCCCC3C2=O)c1 (stereo not drawn),7,-2.0,2,3,3,0,12,-0.2,22
CCC(=O)N1CCc2cc(Br)cc(S(=O)(=O)N3CCCC(C(=O)O)C3)c21 (stereo not drawn),6,-3.3,7,8,6,0,-4,0.1,0
O=C(/C=C/c1ccco1)Nc1ccc(Cl)c(S(=O)(=O)N2CCOCC2)c1,-7,0.3,0,6,6,0,2,0.1,-4
CC(C)C1OC2(C)OC(=N)C1(C#N)C(C#N)(C#N)C2c1ccccc1 (stereo not drawn),12,-5.6,12,103*,80*,0,79*,-0.7,8
Cc1nc(N2N=C3/C(=C/c4ccc(F)cc4)CCCC3C2c2ccc(F)cc2)sc1C(=O)N(C)C (stereo not drawn),0,-1.7,-3,-13,-9,0,-7,0.4,3
O=C(CCN1CCCCCC1)Nc1cccc(F)c1,1,4.7,-2,-5,-3,0,4,-0.3,1

# Only part of the results is shown; count on the stated rates, not on these rows.
